MCL1-BIM inh = inhibitors of MCL1 binding to BIM-BH3, primary screen, biochemical, fluorescence polarization. hit rate 0.68% among 320,000. inhibition, % at 10.9 µM. GST-MCL1 / FITC-Bim-BH3 fluorescence polarization;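 active = inhibition above the mean inhibition of all tested compounds plus 3 SD, set per campaign, cut at about 40% in these data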;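 note: 0% = DMSO wells and 100% = unlabeled Bim-BH3 peptide control; higher means more loss of mP so more displacement of Bim peptide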
MEX-5 binding = MEX-5 zinc finger RNA-binding disruptors – biochemical, C. elegans, fluorescence polarization, MLPCN library, primary screen. Zinc finger protein mex-5 (Caenorhabditis elegans), Q9XUB2. MEX-5/FITC-TCR2 RNA binding; stronger effect = lower value. activity score (negative = inhibition of binding), % at 10 µM. hit rate 0.38% among 300,000;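 active = inhibition past about -25% in most replicates, and total fluorescence under double the plate's negative control median, limit read from the data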;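 note: 0% = DMSO and -100% = 5 µM competing unlabeled TCR2 RNA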
GLD-1 RNA inh = GLD-1/TGE RNA complex disruptors, primary screen, biochemical, fluorescence polarization; hit rate 0.44% among 320,000; inhibition, % at 5.96 µM; AID 2280, 2010; Female germline-specific tumor suppressor gld-1 (Caenorhabditis elegans), Q17339; purified GLD-1 + fluorescein TGE RNA;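 active = percent inhibition above a per-plate cutoff, the plate mean of test compounds plus 3 SD, cut at about 30% in these data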;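 note: 0% = DMSO wells with GLD-1 and probe and 100% = wells lacking GLD-1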
CIT2 TOR yeast = modulators of CIT2-GFP expression in yeast, primary screen, S. cerevisiae, GFP fusion, multiplex flow cytometry, MLPCN library | S. cerevisiae CIT2-GFP strain, 3 h; 100 means same as DMSO wells | GFP response vs DMSO, % at 10 µM | hit rate 0.065% among 320,000;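 active = GFP response relative to DMSO above a set limit, near the screen mean plus 3 SD, cut at about 150% in these data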;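 note: ratio of well median GFP fluorescence to mean of DMSO wells on the plate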
Bcl-xL primary = inhibitors of human Bcl-xL, primary screen, biochemical, fluorescence polarization, HTS | Bcl-2-like protein 1 (Homo sapiens), Q07817 | GST-Bcl-xL / FITC-Bim BH3 peptide fluorescence polarization | inhibition, % at 10.9 µM | hit rate 0.7% among 320,000;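 active = inhibition above the mean of all tested compounds plus 3 SD, cutoff set per campaign, cut at about 30% in these data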;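 note: 0% = DMSO wells and 100% = unlabeled Bim-BH3 peptide competitor; inhibitors lower millipolarization by displacing the labeled peptide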
CR mimetic SO = reduction of superoxide in aged yeast, primary screen, HTS. superoxide response (% of plate mean), % at 10 µM. S. cerevisiae aged cells, superoxide DHE fluorescence; stronger effect = lower value. hit rate 0.18% among 330,000. AID 2690, 2010;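 active = superoxide response under a set limit, about three screen SD below normal, cut at about 65% in these data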;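 note: yeast aged for seven days with compound at 30 °C before DHE staining; 100% = average MFI of all compound-treated wells on the plate with controls excluded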
VLA-4 inh = inhibition in human VLA-4 binding assay, primary screen, VLA-4 allosteric modulator project, MLPCN library, flow cytometry, VLA-4 expressing cells | ligand binding flow cytometry | inhibition, % (about 7 µM as worked out from the volumes in the protocol) | hit rate 0.2% among 330,000 | AID 2557, 2010; in the data active = inhibition above about 50%
Target sequence (P13612 whole entry, looked up): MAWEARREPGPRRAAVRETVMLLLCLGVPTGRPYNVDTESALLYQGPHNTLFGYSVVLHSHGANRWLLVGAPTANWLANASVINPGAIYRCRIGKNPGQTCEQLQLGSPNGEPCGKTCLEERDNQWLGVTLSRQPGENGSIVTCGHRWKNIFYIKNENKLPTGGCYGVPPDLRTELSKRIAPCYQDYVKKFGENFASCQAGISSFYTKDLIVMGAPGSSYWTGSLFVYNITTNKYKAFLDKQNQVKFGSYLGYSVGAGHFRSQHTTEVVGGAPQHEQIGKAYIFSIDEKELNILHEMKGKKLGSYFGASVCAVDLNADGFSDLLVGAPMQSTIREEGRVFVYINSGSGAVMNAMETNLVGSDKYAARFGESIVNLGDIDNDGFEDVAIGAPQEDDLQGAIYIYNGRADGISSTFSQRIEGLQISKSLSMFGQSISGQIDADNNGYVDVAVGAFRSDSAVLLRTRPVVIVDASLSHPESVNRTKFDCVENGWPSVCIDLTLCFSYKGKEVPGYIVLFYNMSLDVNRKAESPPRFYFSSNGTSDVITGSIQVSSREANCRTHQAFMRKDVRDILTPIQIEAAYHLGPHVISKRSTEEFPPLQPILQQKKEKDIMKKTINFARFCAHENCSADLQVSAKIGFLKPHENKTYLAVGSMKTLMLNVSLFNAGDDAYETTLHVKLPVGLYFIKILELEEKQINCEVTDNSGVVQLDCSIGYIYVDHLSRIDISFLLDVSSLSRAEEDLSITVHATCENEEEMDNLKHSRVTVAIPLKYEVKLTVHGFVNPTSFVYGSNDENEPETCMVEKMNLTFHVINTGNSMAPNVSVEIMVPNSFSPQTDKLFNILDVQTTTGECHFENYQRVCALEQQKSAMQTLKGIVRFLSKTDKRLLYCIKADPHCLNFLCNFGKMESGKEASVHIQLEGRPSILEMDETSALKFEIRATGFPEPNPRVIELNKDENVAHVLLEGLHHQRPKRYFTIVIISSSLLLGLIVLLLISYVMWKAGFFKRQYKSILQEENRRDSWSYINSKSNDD
AGP1 TOR yeast = modulators of AGP1-GFP expression in yeast TOR pathway, primary screen, cell-based, multiplex flow cytometry, S. cerevisiae, MLPCN library. 3 h; GFP as percent of DMSO wells. GFP response vs DMSO, % at 10 µM. hit rate 0.02% among 320,000. AID 2066, 2009;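 active = GFP response relative to DMSO above a set limit, near screen average plus 3 SD, cut at about 150% in these data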;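 note: median GFP channel fluorescence of the gated AGP1 strain per well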
GRK2 inh = compounds blocking aptamer binding on GRK2 – biochemical, human GRK2, bead flow cytometry, HTS, primary screen | Beta-adrenergic receptor kinase 1 (Homo sapiens), P25098 | FAM-aptamer displacement from GRK2 | inhibition of aptamer binding, % at 10 µM | hit rate 0.59% among 330,000;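 active = inhibition of aptamer binding above 40%, roughly 3 SD of noise, on plates passing a quality check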;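 note: median bead fluorescence of bound FAM aptamer so fluorescent compounds give negative values; no value below 0 was filed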
An asterisk follows results filed as active; . = not tested or not shown.

SMILES	MCL1-BIM inh	MEX-5 binding	GLD-1 RNA inh	CIT2 TOR yeast	Bcl-xL primary	CR mimetic SO	VLA-4 inh	AGP1 TOR yeast	GRK2 inh
O=C(O)CCc1ccc(-c2ccc(Br)cc2)n1NC(=O)c1ccc([N+](=O)[O-])cc1	10	2.2	5	91	4	108	3	100	4
CN(C)C(=O)c1ccc(NC(=O)c2sccc2-c2ccccc2)cc1	0	-0.7	8	103	3	90	-2	104	0
CCn1c(=O)c([N+](=O)[O-])c(NCCc2ccccc2)c2ccccc21	7	1.7	6	99	6	105	7	101	2
CCOC(=O)c1nnn(CC(=O)NC(=O)Nc2ccccc2)c1C(=O)OCC	28	-3.1	18	96	53*	93	13	102	0
COC(=O)/C=c1\[nH]c2nnc(C)n2c1=O	1	1.1	16	99	4	100	2	116	1
O=C(OCC(=O)N1CCN(C(=O)c2ccco2)CC1)c1ccccc1OCc1ccc(Cl)cc1	-1	-0.8	6	95	-2	98	4	98	0
O=C(O)CCC(=O)NNC(=O)COc1cccc(Cl)c1	7	-1.3	7	103	3	92	-6	104	0
O=C(c1ccc(S(=O)(=O)N2CCCCC2)cc1)N1CCN=C1SCc1cccnc1	1	.	1	91	-6	97	7	93	0
Cc1nnc(Sc2nc3c(c(=O)[nH]c(=O)n3C)n2Cc2ccccc2)s1	0	-0.9	0	95	0	91	8	97	1
CCOC(=O)c1cc(C(=O)Nc2sc3c(c2C#N)CCCC3)nn1C	8	-0.6	-4	.	3	95	-1	95	0
CC(C)(C)OC(=O)NC(Cc1ccccc1)C(=O)NC(CSC1CCCCO1)C(=O)NN (centres undefined)	1	0.5	-3	105	0	102	13	102	4
Cc1cccc(C)c1NC(=O)/C(C#N)=C/c1ccsc1	-3	-0.9	3	80	-1	99	10	101	0
CC12CCC(O)CC1=CCC1C2CCC2(C)C1CCC21CCC(=O)O1 (centres undefined)	0	-0.4	8	88	1	86	-7	94	3
CCN(CC)C(=O)C(Sc1ccccc1)c1ccccc1 (centres undefined)	-5	1.8	-1	101	-1	94	-3	95	0
Cc1ccccc1CN1CCN(C(C)C(=O)NCc2ccccc2)CC1 (centres undefined)	-5	1.7	1	94	-1	97	-4	104	5
CN(CC(=O)Nc1ccc(F)c(F)c1F)C(=O)CCCc1nc2ccccc2c(=O)[nH]1	-2	.	6	95	-1	74	6	100	2
Cc1nc(CC(=O)N/N=C/c2ccc(OCC(=O)O)cc2)cs1	1	-2.5	1	88	3	103	3	92	0
CC1(C)ON(C2CCCCC2)[C@H]2c3nc4ccccc4n3C[C@H]21	-5	-0.8	-2	69	-3	102	16	78	1
CC1C(=O)Nc2ccc(S(=O)(=O)NCc3ccc(Cl)cc3)cc2NC1=O (centres undefined)	0	1.8	1	95	2	106	-6	95	0
CCOC(=O)CC(NC(C)=O)c1ccc([N+](=O)[O-])cc1 (centres undefined)	-1	3.1	9	98	-2	113	-23	94	0
Fc1ccc(NC(=S)NCCN2CCOCC2)c(F)c1F	4	-0.2	-1	98	2	100	-1	105	2
CCOC(=O)CNC(=O)c1c(C)nn(-c2ccccc2)c1Cl	-2	0.8	1	100	0	105	1	98	0
Cc1cccc(NC(=O)CSc2ccc(-c3ccc4c(c3)OCO4)nn2)c1C	6	0.7	-1	116	2	85	3	112	0
CCOc1ccc(CCNC(=O)c2ccc(CS(=O)Cc3cccc(Cl)c3)o2)cc1 (centres undefined)	2	0.1	-3	109	5	101	6	107	0
CCC(=O)N=c1sc2cc([N+](=O)[O-])ccc2n1CCOC	1	-2.2	2	97	1	116	10	93	2
O=C(Oc1c(Cl)cc(Cl)c2cccnc12)c1cccs1	9	0.1	0	82	5	126	16	83	0
Cc1ccc(-n2c3c(cc(C(=O)NC4CCSC4=O)c2=O)C(=O)CCC3)cc1 (centres undefined)	-5	-0.5	1	.	-1	104	2	107	2
COc1ccc(NS(=O)(=O)c2cccc(C(=O)NNC(=O)CNC(=O)c3ccccc3F)c2)cc1	3	-4.8	-6	94	-2	97	4	97	1
CC1CCCN(C(=O)c2nn(C)c3c2CSc2ccccc2-3)C1 (centres undefined)	13	-0.8	2	98	0	117	2	102	2
Cn1c(N)c(C(=O)COC(=O)C2CC(=O)N(Cc3ccccc3)C2)c(=O)n(C)c1=O (centres undefined)	-2	1.8	5	95	-2	87	5	88	12

One compound at a time, from the list above. Screens in order: MCL1-BIM inh	MEX-5 binding	GLD-1 RNA inh	CIT2 TOR yeast	Bcl-xL primary	CR mimetic SO	VLA-4 inh	AGP1 TOR yeast	GRK2 inh
O=C(OCC(=O)N1CCN(C(=O)c2ccco2)CC1)c1ccccc1OCc1ccc(Cl)cc1 is listed as -1	-0.8	6	95	-2	98	4	98	0
CCOC(=O)c1cc(C(=O)Nc2sc3c(c2C#N)CCCC3)nn1C is listed as 8	-0.6	-4	.	3	95	-1	95	0

Single entries from the entries so far:
CR mimetic SO, O=C(O)CCC(=O)NNC(=O)COc1cccc(Cl)c1 stands at 92
Bcl-xL primary, Cc1cccc(NC(=O)CSc2ccc(-c3ccc4c(c3)OCO4)nn2)c1C stands at 2
CIT2 TOR yeast, Fc1ccc(NC(=S)NCCN2CCOCC2)c(F)c1F stands at 98
GLD-1 RNA inh, CCOC(=O)CNC(=O)c1c(C)nn(-c2ccccc2)c1Cl stands at 1

Remaining list, next part.
SMILES	MCL1-BIM inh	MEX-5 binding	GLD-1 RNA inh	CIT2 TOR yeast	Bcl-xL primary	CR mimetic SO	VLA-4 inh	AGP1 TOR yeast	GRK2 inh
Cc1cccc(-n2nnnc2SCC(=O)NCC2CCCO2)c1 (centres undefined)	-3	-0.7	-4	103	2	90	-2	102	1
CC(C)(C)OC(=O)C(C)(C)O/N=C(\C(=O)O)c1csc(N)n1	0	0.2	1	98	4	90	2	103	2
CCCCCCn1c(=O)c(-c2ccccc2)c(O)c2ccccc21	-3	-3.4	1	80	5	99	24	100	4
CC(OC(=O)c1ccc(Cl)c(S(=O)(=O)N2CCc3ccccc32)c1)C(=O)Nc1ncc(Cl)cc1Cl (centres undefined)	-1	0.3	1	103	3	114	16	107	1
O=C(CSc1nc(-c2ccccc2)cs1)Nc1nccs1	-13	-0.5	2	90	-6	100	11	100	1
Cc1ccccc1NC(=O)Cc1nc(COC(=O)Cc2c(F)cccc2Cl)cs1	8	.	6	84	2	93	1	91	0
COc1cc(NC(=O)c2ccc(C)cc2C)ccc1NC(=O)c1cccs1	10	-0.8	8	88	7	96	4	85	0
COc1cc(C(=O)N/N=C/c2ccc(OC(=O)c3cccc(C)c3)cc2)ccc1O	.	3.2	.	88	.	88	-10	85	3
C#Cc1ccc([C@H]2C=C(C(=O)OCC=C)O[C@@H](OCC)[C@@H]2CCCO)cc1	2	2.6	-1	100	2	103	38	100	0
CN(C)c1ccc(/C=N/NC(=O)c2ccc(NC(=O)c3ccccc3)cc2)cc1	33	-0.9	17	109	32*	86	5	78	0
Cc1ccc(C(=O)N/C(=C\c2cn(C)c3ccccc23)C(=O)N2CCOCC2)cc1	3	2.7	-3	106	-4	72	10	107	2
CCCCNc1c(-c2ccc(SC(C)CC)cc2)nc2ccccn12 (centres undefined)	18	-1.2	7	78	10	100	30	83	2
O=C(COC(=O)c1ccncc1)c1ccc(Cl)c(Cl)c1	-7	-1.9	1	97	-3	98	1	103	1
O=C(Nc1nc(-c2cccnc2)cs1)c1ccccc1[N+](=O)[O-]	1	0.6	-3	99	4	107	11	96	0
CC1=C2C(CCS2(=O)=O)CC2(C1)C(=O)OC(C)(C)OC2=O (centres undefined)	6	-0.8	4	90	2	109	-2	95	4
COc1ccccc1-c1cc(C(=O)N2CCN(S(=O)(=O)c3ccc(C)cc3)CC2)[nH]n1	2	-1.1	10	96	6	106	-2	101	6
CCN(Cc1ccncc1)C(=O)c1cccc(S(=O)(=O)N2CCOCC2)c1	-3	0.9	2	104	-3	92	8	96	4
COc1ccc(N2CCC(CNS(=O)(=O)c3cccc(C(F)(F)F)c3)C2)cc1 (centres undefined)	4	0.2	-2	102	10	90	24	99	0
COc1ccc(NC2c3ccccc3C(=O)N2c2cccnc2)cc1 (centres undefined)	1	1.0	1	96	2	102	-5	110	0
C=CCN1C(=O)CN=C1Nc1cccc(C)c1	-6	1.2	2	92	2	111	2	95	1
COc1nc(Nc2ccc(OC)c(Cl)c2)nc(OC)n1	-4	0.9	-3	112	1	91	18	103	0
Cc1cc(Nc2ccc(Cl)cc2)n2nnnc2n1	1	0.6	7	90	6	104	-2	83	0
O=C1CCCN1C(=O)CSc1nnnn1-c1cccc(F)c1	.	.	2	103	.	102	-6	104	1
Cc1cc(=O)[nH]c(SCC(=O)N2CCC(Cc3ccccc3)CC2)n1	13	1.3	-8	93	4	107	-4	95	0
CS(=O)(=O)c1ccc(NC(=O)C2CC(=O)N(c3ccc4c(c3)OCCO4)C2)cc1 (centres undefined)	-6	1.4	-1	97	-6	103	4	99	0
COc1cccc(N(C(=O)Cc2cccs2)C(C(=O)NC2CCCC2)c2ccncc2)c1 (centres undefined)	5	-2.1	8	104	8	101	3	107	1
C=CCN(C(=O)CCC(=O)O)C1CC(=O)N(c2ccc(OC)cc2)C1=O (centres undefined)	8	-0.5	-3	100	1	110	-2	102	1
Cc1ccc(OCCCC(=O)N2CCOCC2)cc1	0	0.1	-5	91	-3	106	-1	94	1
O=C(CSCc1ccc([N+](=O)[O-])cc1)Nc1ccc(S(=O)(=O)N2CCCCCC2)cc1	11	-0.3	5	104	6	115	-20	98	0
COCCN1C(=O)N[C@@H](c2cccc(F)c2)C(C(=O)OC)=C1C	0	0.4	4	85	-1	88	-8	85	91*
CCOC(=O)N1CCN(Cc2nc(-c3cccc(Cl)c3)no2)CC1	4	-1.5	3	93	5	96	9	67	1
CCC(=O)Nc1ccc(SC#N)cc1C	2	-0.1	-1	101	0	99	-8	105	2
COC(=O)COc1ccc2oc(=O)cc(-c3cc4ccccc4o3)c2c1	-3	-4.4	4	98	3	90	11	99	0
COc1ccc(Cc2nnc(SCC(=O)c3ccc(OC)cc3)o2)cc1	2	1.3	0	97	-1	89	19	93	0
COc1ccc(CNC(=O)COc2ccc([N+](=O)[O-])cc2)cc1	5	-0.4	3	119	7	104	-8	98	3
CCCCN(C)C(=O)C1CCC(CNS(=O)(=O)c2ccc3c(c2)CC(C)N3C(C)=O)CC1 (centres undefined)	1	-2.8	-1	102	1	96	5	99	5
COc1ccc(O)c(C2=Nc3ccccc3N=C(c3cccs3)C2)c1	-3	-0.1	-3	109	-3	118	-13	103	2
C/C(Cn1cnc([N+](=O)[O-])n1)=N\NC(=O)c1ccc(O)cc1O	12	-0.6	-1	100	7	102	-3	103	5
CC(C)CCCC(C)CCOC(=O)CN1CCCC1 (centres undefined)	2	2.0	0	104	2	96	2	113	0
Cc1cccc(NC(=O)C(=O)NCCc2c[nH]c3ccccc23)c1C	4	-0.9	4	100	0	104	2	98	3
Cc1nnc(SC(C)C(=O)Nc2ccc(S(=O)(=O)N3CCCCCC3)cc2)s1 (centres undefined)	-5	-0.3	0	98	1	75	42	100	0
